Compound activity: PubChem BioAssay, several laboratories
LAP4 TOR yeast – alters LAP4-GFP fluorescence in TOR pathway yeast screen; S. cerevisiae LAP4-GFP multiplex, flow cytometry GFP, 3 h; median GFP as percent of DMSO wells; GFP response vs DMSO, % at 10 µM; 0.34% of 320,000 active;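 active means GFP response vs DMSO above a set limit, about the screen mean plus 3 SD, cut at about 150% in these data; inconclusive means under 70 cell events counted for the yeast strain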
AGP1-GFP MLPCN – yeast TOR pathway AGP1-GFP modulation; S. cerevisiae AGP1-GFP multiplex flow cytometry, 3 h; GFP as percent of DMSO wells; GFP response vs DMSO, % at 10 µM; 0.02% of 320,000 active; AID 2066;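 active means GFP response relative to DMSO above a set limit, near screen average plus 3 SD, cut at about 150% in these data; inconclusive means fewer than 70 cells counted for the yeast strain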;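 further: median GFP channel fluorescence of the gated AGP1 strain per well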
MEP2-GFP yeast – yeast TOR pathway MEP2-GFP modulation | S. cerevisiae MEP2-GFP strain, flow cytometry GFP, 3 h; 100% = DMSO control level | GFP response vs DMSO, % at 10 µM | 0.51% of 330,000 active;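 active means GFP response versus DMSO above a set limit, roughly screen mean plus 3 SD, cut at about 180% in these data; inconclusive means fewer than 70 cells counted for a yeast strain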;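 further: median GFP fluorescence of the barcode-gated MEP2-GFP cells per well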
JMJD2C inh – inhibitors of human GASC-1 (JMJD2C) demethylase; Q9H3R0; GST-JMJD2C(1-420) H3K9me3 demethylation, DELFIA europium; inhibition, % at 2.35 µM; 0.069% of 330,000 active;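 active means more than half of a compound's replicate wells show inhibition beyond 50%, single wells judged on their own value; inconclusive means some, but no more than half, of replicates pass 50% inhibition; inactive means no replicate passes 50% inhibition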;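 further: signal counts dimethyl H3K9 product captured on neutravidin plate; 0% = median of DMSO wells and 100% = 0.3 times that DMSO median; strong numbers were not always called active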
RPL19A TOR yeast – yeast TOR pathway RPL19A-GFP modulation | S. cerevisiae RPL19A-GFP strain, flow cytometry, 3 h; stronger effect = lower value | percent response vs DMSO, % at 10 µM | 0.3% of 330,000 active | AID 2025;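 active means percent response vs DMSO below 50%; inconclusive means fewer than 70 events counted for the yeast strain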;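 further: median channel GFP fluorescence of the barcoded RPL19A-GFP strain; ratio of sample median GFP to plate DMSO average so 100% = DMSO; lower means less RPL19A-GFP as with rapamycin TOR inhibition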
VLA-4 inh – inhibition in a human VLA-4 binding assay. 0.2% of 330,000 active. AID 2557. inhibition, % (about 7 µM as worked out from the volumes in the protocol). VLA-4 expressing cells, ligand binding flow cytometry; in the data active means inhibition above about 50%
CIT2-GFP yeast – alters CIT2-GFP fluorescence in TOR pathway yeast screen. S. cerevisiae CIT2-GFP strain, flow cytometry, 3 h; 100 means same as DMSO wells. GFP response vs DMSO, % at 10 µM. 0.065% of 320,000 active;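 active means GFP response relative to DMSO above a set limit, near the screen mean plus 3 SD, cut at about 150% in these data; inconclusive means Fewer than 70 cells measured for a yeast strain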;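 further: ratio of well median GFP fluorescence to mean of DMSO wells on the plate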
GRK2 inh – inhibitors of human GRK2 displacing RNA aptamer; bead flow cytometry, FAM-aptamer displacement from GRK2; P25098; 0.59% of 330,000 active; inhibition of aptamer binding, % at 10 µM;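 active means inhibition of aptamer binding above 40%, roughly 3 SD of noise, on plates passing a quality check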;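 further: median bead fluorescence of bound FAM aptamer so fluorescent compounds give negative values; no value below 0 was filed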
Target sequence (P25098 whole entry, looked up): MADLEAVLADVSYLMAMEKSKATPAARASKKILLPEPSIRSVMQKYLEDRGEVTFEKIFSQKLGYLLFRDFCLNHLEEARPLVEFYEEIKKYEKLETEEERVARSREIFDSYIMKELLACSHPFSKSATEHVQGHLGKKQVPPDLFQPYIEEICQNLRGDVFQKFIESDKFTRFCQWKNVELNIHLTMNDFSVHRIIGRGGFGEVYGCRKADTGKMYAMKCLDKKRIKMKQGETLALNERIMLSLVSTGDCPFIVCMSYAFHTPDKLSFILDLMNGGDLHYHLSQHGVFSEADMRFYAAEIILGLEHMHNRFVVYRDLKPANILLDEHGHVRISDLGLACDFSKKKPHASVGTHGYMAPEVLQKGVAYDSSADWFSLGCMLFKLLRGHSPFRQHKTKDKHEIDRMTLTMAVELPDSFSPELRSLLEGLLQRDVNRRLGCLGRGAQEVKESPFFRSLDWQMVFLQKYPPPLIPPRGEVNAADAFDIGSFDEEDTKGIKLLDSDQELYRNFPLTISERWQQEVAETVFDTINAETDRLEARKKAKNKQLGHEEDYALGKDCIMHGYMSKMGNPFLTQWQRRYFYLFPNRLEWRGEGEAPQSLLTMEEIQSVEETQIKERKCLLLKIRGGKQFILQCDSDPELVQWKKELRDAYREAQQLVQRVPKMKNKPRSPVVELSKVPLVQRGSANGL
An asterisk follows results filed as active; ? = inconclusive; · = not tested or not shown; [ ] = dose if it differs, or a comment.

SMILES	LAP4 TOR yeast	AGP1-GFP MLPCN	MEP2-GFP yeast	JMJD2C inh	RPL19A TOR yeast	VLA-4 inh	CIT2-GFP yeast	GRK2 inh
O=C(Nc1ccc2c(c1)OCO2)c1cc(-c2ccccc2Cl)on1	97	100	105	-1	100	-2	92	0
CCN(CC)C(=O)C(C)N(C#N)c1nc(Cl)nc(N(C)C)n1 (stereo not drawn)	106	101	92	-3	98	0	97	0
COC(=O)CCCNC(=O)c1ccc2nc(Cc3ccc(OC)cc3)oc2c1	93	101	110	20	101	-4	103	2
Cc1ccc(S(=O)(=O)N2CCN(C(=O)CCn3cncn3)CC2)cc1C	97	103	107	-11	103	11	110	1
Cc1cccc(NC(=O)CSCC(=O)Nc2nnc(C3CC3)s2)c1	95	96	91	8	95	-2	98	0
Cc1nc2ccccn2c1/C(O)=C1\C(=O)C(=O)N(CCCn2ccnc2)C1c1ccncc1 (stereo not drawn)	98	100	100	-8	96	7	110	0
CN(C(=O)c1ccc(NC(=O)Cc2ccc(NC(=O)C3CCCN(C(=O)c4ccccc4)C3)cc2)cc1)C1CC1 (stereo not drawn)	101	93	87	1	92	4	98	8
O=C(O)CCCC(=O)Nc1ccn(-c2ccccc2)n1	95	92	90	10	93	4	83	1
Cc1noc(C)c1C(=O)OC(C)C(=O)N(C)c1ccccc1 (stereo not drawn)	99	98	93	-7	94	5	95	4
Cc1cc(C)c(S(=O)(=O)NCCn2c(C)cc3ccccc32)c(C)c1	104	98	96	7	100	-14	100	1
CCOC(=O)CNC(=O)CN1C(=O)CC(c2ccccc2)S(=O)(=O)c2ccccc21 (stereo not drawn)	88	96	81	-5	93	36	90	0
COc1ccc(-n2c(SCC(=O)Nc3ccccc3)nc3c(c2=O)SCC3)cc1	113	108	115	0	106	-19	101	1
COc1cc(C(=O)Nc2ccc3c(c2)Cc2ccccc2-3)cc(OC)c1OC	93	101	101	20	106	9	105	0
O=C(COc1ccccc1)Nc1ccc(F)cc1	116	93	93	-13	98	-7	77	6
COc1ccc(OC)c(N(CC(=O)Nc2ccc3c(c2)OCO3)S(=O)(=O)c2ccccc2)c1	96	102	92	36	99	0	93	1
Cc1ccc(NC(=O)[C@H](C)NC(=O)C2CCN(C(=O)[C@@H](N)C(C)C)CC2)cc1	92	103	102	-7	102	3	102	0
O=c1[nH]cc([N+](=O)[O-])cc1Br	86	96	102	32	99	12	95	1
Cc1[nH]n(-c2ccccc2)c(=O)c1Sc1ccc(Cl)cc1	98	99	98	-4	100	4	104	3
Cc1ccccc1C(=O)NC1CCN(CC(=O)Nc2ccc(N(C)C)cc2)CC1	90	99	106	6	102	2	104	0
O=C1CNC(=S)N1Cc1ccccc1Cl	97	99	105	6	105	2	98	3
Cc1ccc2c(CN3CCCCC3)cc(=O)oc2c1C	102	93	95	4	102	-4	95	2
Cn1c(CCNC(=O)OC(C)(C)C)n[nH]c1=S	92	104	101	6	99	16	·	0
COc1cccc(C(=O)OCC(=O)c2[nH]c(C)c(C(C)=O)c2C)c1	100	95	96	1	97	2	101	0
N#CC1=C(Nc2ccccc2Cl)SC(c2ccccc2O)NC1=O (stereo not drawn)	·	96	99	2	91	3	82	0
Cc1ccsc1C(=CCCN1CCC[C@@H](C(=O)O)C1)c1sccc1C	106	101	99	-6	99	24	96	0
C/C(=N\Nc1ccc(C)c(Cl)c1)c1ccncc1	104	97	103	11	103	-3	103	0
CC1CN(C(=O)c2cc3cc([N+](=O)[O-])ccc3oc2=O)CC(C)O1 (stereo not drawn)	106	97	99	8	93	2	89	0
CCOc1ccc(-c2nnn(CCC(=O)O)n2)cc1OC	92	105	101	-2	102	-10	83	1
Cc1ccc(OCCn2c(=O)sc3ccccc32)cc1	95	89	102	-2	87	20	91	1
N#C/C(=C\c1cccc(O)c1)C(=O)Nc1ccc2c(c1)OCCO2	102	101	106	0	97	4	99	0
O=[n+]1cc(-c2cc3ccccc3o2)n([O-])c2c1CCCC2	99	94	95	-3	96	7	88	0
O=C(/C=C/c1ccccc1O)c1ccco1	92	91	106	12	100	6	114	1
CCC(C)(C)NC(=O)C(c1ccc(OC)cc1)N(C(=O)CCC(=O)Nc1cc(C)on1)c1ccccc1F (stereo not drawn)	109	114	108	11	103	9	116	0
O=C(NCc1cccc(F)c1)c1cccc2c1C(=O)c1ccc(N3CCC(Cc4ccccc4)CC3)cc1S2(=O)=O	98	94	94	0	93	-329	95	1
Cc1ccnc(NS(=O)(=O)c2ccccc2)n1	99	94	95	1	93	19	91	4
CCOc1ccc(C(=O)NNC(=O)CN2C(=O)NC3(CCCC3)C2=O)cc1	99	103	100	19	98	-1	107	0
C=CCn1c(CNC(=O)c2cccs2)nnc1SCc1ccc(Cl)cc1Cl	90	96	96	-1	100	0	100	0
N#Cc1ccc(OCC(=O)OCCCOC(=O)COc2ccc(C#N)cc2)cc1	96	94	99	-10	97	4	97	1
COc1cccc(C2C(C(=O)c3cc4ccccc4o3)=C(O)C(=O)N2CCN(C)C)c1OC (stereo not drawn)	99	108	100	0	102	3	108	2
O=C(Nc1ccc(S(=O)(=O)N2CCCC2)cc1)C1CC(=O)N(c2ccccc2)C1 (stereo not drawn)	121	96	102	17	93	15	91	1
COc1ccccc1NS(=O)(=O)c1cccc(C(=O)NCC(c2cccs2)N2CCOCC2)c1 (stereo not drawn)	101	102	99	0	97	1	104	7
CC12CCC(=O)N1C(C(=O)NCCc1ccc(S(N)(=O)=O)cc1)CS2 (stereo not drawn)	96	100	103	3	104	4	96	0
CCC1(CC)C(=O)C2=C3C1[C@H](C(=O)OC)C=C(C(=O)OC)C[C@H]3[C@H]1C(=O)N(Cc3ccccc3)C(=O)[C@H]1[C@H]2C (stereo partly drawn)	111	104	105	6	115	-6	95	0
Cc1cccn2c(=O)c(/C=N/O)c(N3CCCC3)nc12	95	92	99	47	97	18	96	1
COc1ccccc1S(=O)(=O)Cc1ccc(C(=O)N2CCN(c3ccc(C)cc3)C(C)C2)o1 (stereo not drawn)	96	95	97	-6	96	14	93	2
Cc1ccc(S(=O)(=O)CCC(=O)NCCN2C(=O)S/C(=C/c3ccc(F)cc3)C2=O)cc1	93[may fluoresce violet]	20[may fluoresce violet]	94[may fluoresce violet]	0	97[may fluoresce violet]	0	?	0
CCOC(=O)COc1ccc2c3c(c(=O)oc2c1C)CCC3	98	91	92	-2	93	13	88	0
COc1ccc(Nc2oc(COc3ccccc3OC)nc2C#N)cc1	97	103	115	1	103	-7	97	1
O=C(NC(=S)Nc1cccc2ncccc12)c1ccco1	93	102	97	5	100	-13	110	2
CN(C(=O)COC(=O)c1cc(S(=O)(=O)N2CCOCC2)ccc1F)C1CCS(=O)(=O)C1 (stereo not drawn)	116	110	105	3	106	3	98	0
COc1ccc(NC(=O)C(C)N2C(=O)C3CC=C(Cl)CC3C2=O)cc1 (stereo not drawn)	81	89	99	6	103	24	86	2
CC1(C)CC(=O)c2sc(NC(=O)c3ccco3)nc2C1	114	109	110	3	105	-23	94	1
Cc1ccc(OCc2ccc(C(=O)Nc3cc(C)on3)o2)c([N+](=O)[O-])c1	107	106	100	-5	94	-9	98	0
COc1ccc(S(=O)(=O)NCCc2cn3nc(C)c(C)nc3n2)cc1F	85	23	120	14	62	2	98	0
CC(OC(=O)Cc1c[nH]c2ccccc12)C(=O)NC1(C#N)CCCCC1 (stereo not drawn)	94	102	87	-1	81	13	100	4
Cc1cccc(CN2C(=O)N/C(=C/c3cc(C)n(-c4ccccn4)c3C)C2=O)c1	97	102	96	2	97	5	93	0
Cc1c(C(=O)C(=O)N2CCCc3ccccc32)c2ccccc2n1C	105	100	116	-2	111	4	103	2
O=C(CN1CCN(Cc2ccccc2)CC1)Nc1ccc(F)c(F)c1	100	107	111	3	106	-1	108	0
O=C1/C(=C\c2ccncc2)SC(=S)N1C1CCCCC1	114	110	103	2	88	15	109	2
Cc1c(-c2ccccc2)oc2c(C(=O)N3CCN(c4ccc([N+](=O)[O-])cc4)CC3)cccc2c1=O	111	119	126	-11	101	4	103	0
Following part
SMILES	LAP4 TOR yeast	AGP1-GFP MLPCN	MEP2-GFP yeast	JMJD2C inh	RPL19A TOR yeast	VLA-4 inh	CIT2-GFP yeast	GRK2 inh
Cc1ccc(S(=O)(=O)N2CCN(C(=O)n3ccnc3)CC2)cc1	100	94	97	·	98	1	93	0
Cc1ccc(NS(=O)(=O)c2ccc(C(=O)NNC(=O)c3ccccc3O)cc2)cc1	99	98	96	22	97	3	99	0
Cc1nn(C)c(C)c1CN(C)C(=O)c1cnn2c1NC(c1ccccc1)CC2C(F)(F)F (stereo not drawn)	102	102	106	-3	103	-9	103	0
Cc1nc2c3cc(F)ccc3n(Cc3ccccc3F)c2s1	92	95	100	-15	101	11	96	5
CS(=O)(=O)N1Cc2ccccc2CC1C(=O)OCC(=O)Nc1ccc2ccccc2c1 (stereo not drawn)	95	91	91	10	95	5	·	3
O=C(CN1CCN(C2CCCCC2)CC1)NCCC1=CCCCC1	99	101	100	18	97	8	99	1
Cc1nonc1NC(=O)CSc1nnnn1-c1ccccc1	97	101	108	55	105	9	103	1
COc1ccc2c(c1OC)CN1CCc3cc4c(cc3[C@@H]1[C@@H]2O)OCO4	108	89	96	1	103	6	88	1
CN(Cc1cn(C)c2ccccc12)C(=S)Nc1cc(F)cc(F)c1	94	97	102	1	100	17	97	2
Cn1c(SCC(=O)c2c(N)n(C)c(=O)n(C)c2=O)nnc1-c1ccccc1F	96	101	94	4	95	20	103	2
CCCCNC(=O)CCC(=O)Nc1ccc2nc(N3CCC(C)CC3)cc(C)c2c1	104	103	106	-3	97	-48	104	0
COC(=O)Cc1[nH]nc2c1C1(C(=O)N(Cc3ccc(Cl)cc3)c3ccccc31)C(C#N)=C(N)O2 (stereo not drawn)	108	103	103	3	101	19	97	3
CSCC[C@H](NS(=O)(=O)c1ccc(C)cc1)C(=O)N1CCC(C(=O)N[C@@H](Cc2ccc(O)cc2)C(=O)O)CC1	108	107	104	-3	99	9	108	0
Cc1ccc(C(=O)COC(=O)c2cn3ccccc3n2)cc1	94	98	93	0	101	1	90	0
COc1ccc(C(=O)c2coc3ccc(O)c(CN4CCCCC4)c23)cc1	105	103	109	-4	99	0	102	2
O=C(NCc1ccccc1Cl)C1CCN(S(=O)(=O)c2cccc3nonc23)CC1	73[may fluoresce violet]	14[may fluoresce violet]	287*[may fluoresce violet]	-4	49*[may fluoresce violet]	-1	?	3
O=C(CN1CC[n+]2c(-c3ccccc3)csc21)c1ccc(Br)cc1	102	101	100	7	99	-15	102	0
COC(=O)CNC(=O)C(CCSC)NC(C)=O (stereo not drawn)	99	99	106	1	100	11	100	0
